EPAC1 antag – antagonists of human EPAC1. Potency, µM (top dose mostly 115 µM), inactives show at the top dose activity change, negative = inhibition, hits mostly inhibitors. O95398. 360,000 tested, 0.14% active. EPAC1 GEF assay, Rap1b-BODIPY-GDP exchange fluorescence;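 also: potency is read from the fitted curve at half-maximal effect; plate controls were vehicle for no effect and positive control for full effect; nearly all actives have a fitted effect of over 50% in size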
Abeta yeast res – A-beta toxicity reversal in yeast | 410,000 tested, 0.063% active | Potency, µM (top dose mostly 46.1 µM), for inactives: at the highest dose growth rescue, actives largely listed as activators | AID 1347071 | yeast expressing A-beta42, growth rescue, OD600, 48 h; response scale: 0% DMSO, 100% iron-clioquinol control; also: potency is read from the fitted curve at half-maximal effect; nearly all actives have a fitted effect of over 55% in size
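Growth rescue measured by 600 nm absorbance after 48 h yeast culture at 30 C with compound. Values normalized between DMSO and an equimolar ferric chloride plus clioquinol control.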
PI5P4Ka inh – PI5P4K alpha (human) kinase inhibition; PI5P4Kalpha enzyme, ADP-Glo luminescence, 60 min; active compounds read low; P48426; 330,000 tested, 1.2% active; AID 652105; max response, %; active = max response of -50% or lower; inconclusive = between -30% and -50%; inactive = -30% or higher; also: value at the top dose of about 77 µM; % is scaled to controls: 0 for no effect and ±100 for the full control effect
Target sequence (P48426 whole entry, looked up): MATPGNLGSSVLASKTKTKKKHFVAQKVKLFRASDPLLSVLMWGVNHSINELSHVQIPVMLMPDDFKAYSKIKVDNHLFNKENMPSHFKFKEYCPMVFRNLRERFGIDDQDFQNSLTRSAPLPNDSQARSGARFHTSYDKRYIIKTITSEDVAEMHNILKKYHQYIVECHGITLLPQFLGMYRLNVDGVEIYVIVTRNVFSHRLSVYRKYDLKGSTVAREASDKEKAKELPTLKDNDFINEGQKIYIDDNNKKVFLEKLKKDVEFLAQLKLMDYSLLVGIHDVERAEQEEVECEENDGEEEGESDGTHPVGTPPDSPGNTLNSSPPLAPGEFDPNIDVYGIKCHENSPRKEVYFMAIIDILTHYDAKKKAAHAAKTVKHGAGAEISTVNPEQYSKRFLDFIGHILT
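qHTS, 1536-well: enzyme/substrate mix, compound by pin tool, 5 microM ATP final; RT 60 min; ADP-Glo reagents 1 (45 min) then 2 (30 min); luminescence.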
WRN inhibitor – blocks human WRN helicase. Q14191. WRN helicase unwinding, fluorescent forked duplex, kinetic. Potency, µM (titrated, usually from 114 µM), for inactives: at the top dose activity change, negative = inhibition, actives largely listed as inhibitors. 360,000 tested, 0.46% active; also: potency is read from the fitted curve at half-maximal effect; % is scaled to controls: 0 for no effect and ±100 for the full control effect; nearly all actives have a fitted effect of over 55% in size
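Screening of the MLSMR collection measured strand separation of a quenched forked DNA duplex (100 nM) by 20 nM WRN with 2 mM ATP, all final. Compounds were preincubated with enzyme 15 min at room temperature.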
IL2 activator – activators of IL-2; IL-2 activation reporter assay, cell-based qHTS; stimulated with anti-CD3/CD4/CD28 beads; in transgenic mouse T cells; activation, % (series mostly up to about 46 µM); 360,000 tested, 0.065% active; in the data active = activation above about 50%; inconclusive = mostly about 30% to 49%; also: 0% is about no effect
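EGFP and DsRed fluorescence is measured by plate cytometry in unstimulated transgenic mouse T cells exposed to compound for 60 minutes, then stimulated 18 hours at 37 degrees C with anti-CD3/anti-CD4 beads plus anti-CD28.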
PLK1 PBD inh – PLK1 (human) polo-box domain binding inhibition; P53350; Plk1 PBD binding of FITC phosphopeptide, fluorescence polarization; Potency, µM, for the others: max response, negative = inhibition, most hits filed as inhibitors; 360,000 tested, 2.8% active; AID 720504; also: potency is read from the fitted curve at half-maximal effect; series mostly up to about 57 µM; % is scaled to controls: 0 for no effect and ±100 for the full control effect; nearly all actives have a fitted effect of over 65% in size
Target sequence (P53350 whole entry, looked up, the tested form may be a part): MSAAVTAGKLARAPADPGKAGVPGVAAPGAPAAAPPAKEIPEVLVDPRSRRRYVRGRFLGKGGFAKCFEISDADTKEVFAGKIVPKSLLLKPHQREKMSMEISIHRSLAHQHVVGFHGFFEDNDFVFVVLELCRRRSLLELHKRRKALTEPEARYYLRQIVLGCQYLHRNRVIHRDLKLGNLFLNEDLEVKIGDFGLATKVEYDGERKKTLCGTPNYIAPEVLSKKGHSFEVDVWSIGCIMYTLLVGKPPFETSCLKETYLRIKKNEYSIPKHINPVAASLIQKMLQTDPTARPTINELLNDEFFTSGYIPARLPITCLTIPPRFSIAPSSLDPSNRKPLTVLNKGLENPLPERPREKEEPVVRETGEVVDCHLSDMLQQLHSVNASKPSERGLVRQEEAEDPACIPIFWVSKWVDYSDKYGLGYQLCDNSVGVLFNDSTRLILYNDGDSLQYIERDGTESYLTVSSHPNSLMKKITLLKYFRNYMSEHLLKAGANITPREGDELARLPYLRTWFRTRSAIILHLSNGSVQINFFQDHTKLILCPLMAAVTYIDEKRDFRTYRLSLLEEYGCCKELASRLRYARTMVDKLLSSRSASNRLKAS
EPAC1 agonist – activates human EPAC1 exchange factor | O95398 | EPAC1 agonist qHTS, biochemical assay; response scale: 100% = response to 6.5 mM cAMP | Potency, µM (highest dose often 154 µM), for inactives: at the top dose activation, most hits filed as activators | 360,000 tested, 0.073% active; also: potency is read from the fitted curve at half-maximal effect; nearly all actives have a fitted effect of over 60% in size
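Compounds were pinned as a concentration titration into mixtures of EPAC1 (100 nM), BODIPY-GDP-loaded Rap1B (250 nM) and GDP (50 uM). After 5 min at room temperature, fluorescence was followed for 30 min; activity was scaled to 6.5 mM cAMP.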
FUS suppressor – rescues growth of FUS-expressing yeast; 390,000 tested, 0.24% active; AID 1347120; Potency, µM (series often up to 76.6 µM), inactives show at the top dose growth rescue (activation), actives largely listed as activators; S. cerevisiae FUS-expressing, growth rescue, OD600, 24 h;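 also: potency is read from the fitted curve at half-maximal effect; plate controls were DMSO vehicle for no effect and reference control for full effect; nearly all actives have a fitted effect of over 55% in size; some results filed as inactive show a strong effect at the top dose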
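Quantitative HTS measuring growth restoration of FUS-toxic yeast. Galactose-induced cells (OD 0.005) were exposed 24hr at 30C to compounds at several concentrations, then absorbance at 600 nm was recorded.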
* = called active by the depositor; [ ] = dose if it differs, or a comment. Unless noted, calls follow the shape of the dose curve; as a rule, active = well fitted curve in the direction sought with a large enough effect; inconclusive = small, poorly fitted or top-dose-only effect, or another doubt; inactive = no such curve, though single readings can be large; an effect the other way counts as inactive or inconclusive.

For COc1ccc(Cl)cc1S(=O)(=O)N(C)CC(=O)N1CCCC1 the results were EPAC1 antag -17.3%, Abeta yeast res -8.3%, PI5P4Ka inh -1.9, WRN inhibitor 2.8%, IL2 activator 0.9, PLK1 PBD inh -5.2%, EPAC1 agonist 9.9% and FUS suppressor -24.5%.
Screening Cc1ccccc1NC(=O)c1[nH]cnc1C(=O)NN returned EPAC1 antag -9.2%, Abeta yeast res 6.8%, PI5P4Ka inh -4.4, WRN inhibitor -4.1%, IL2 activator -2.0, PLK1 PBD inh -2.6%, EPAC1 agonist 1.6% and FUS suppressor 17.5%.
Screening CC1CCC(NC(=O)C2COc3ccccc3O2)CC1 (stereo unspecified) returned EPAC1 antag -14.9%, Abeta yeast res 9.8%, PI5P4Ka inh -3.9, WRN inhibitor -15.7%, IL2 activator -0.6, PLK1 PBD inh -8.0%, EPAC1 agonist 6.0% and FUS suppressor 2.9%.
CN(C)c1ccc(C(=O)C(=O)c2ccccc2)cc1 was read as EPAC1 antag 2.2%, Abeta yeast res 7.0%, PI5P4Ka inh -2.8, WRN inhibitor -6.6%, IL2 activator -3.7, PLK1 PBD inh -1.1%, EPAC1 agonist 13.1% and FUS suppressor -7.1%.
Screening COc1cccc(OC)c1C(=O)NC(=S)Nc1ccc2c(c1)C(=O)N(C)C2=O returned EPAC1 antag 10.1%, Abeta yeast res -15.5%, PI5P4Ka inh 6.4, WRN inhibitor -23.9%, IL2 activator -0.1, PLK1 PBD inh -4.5% and EPAC1 agonist -2.3%.
COc1ccc(C(C)=O)cc1CSc1nnc(-c2ccccc2O)n1-c1ccccc1 was read as EPAC1 antag -24.9%, Abeta yeast res -1.8%, WRN inhibitor 3.9%, IL2 activator -3.9, PLK1 PBD inh -4.1%, EPAC1 agonist 11.0% and FUS suppressor 16.8%.
`COCCN(C(=O)COC(=O)/C=C/c1ccc2ccccc2n1)c1c(N)n(Cc2ccccc2)c(=O)[nH]c1=O` gave EPAC1 antag -22.2%, Abeta yeast res -7.7%, PI5P4Ka inh -4.0, WRN inhibitor -31.9%, IL2 activator -3.5, PLK1 PBD inh -1.7% and EPAC1 agonist -0.5%.
Screening CN(C)S(=O)(=O)c1cccc(C(=O)OCC(=O)Nc2ccccc2OC(F)F)c1 returned EPAC1 antag -18.5%, Abeta yeast res 5.0%, PI5P4Ka inh -3.4, WRN inhibitor 1.1%, IL2 activator -2.1, PLK1 PBD inh 26.7µM*, EPAC1 agonist 9.9% and FUS suppressor 12.6%.
For COC(=O)c1ccc(C2Nc3cccc4cccc(c34)N2)cc1 the results were EPAC1 antag -0.8%, Abeta yeast res -17.8%, PI5P4Ka inh inconclusive, WRN inhibitor -33.8%, IL2 activator -0.9, PLK1 PBD inh -12.3%, EPAC1 agonist 10.2% and FUS suppressor 12.5%.
`Cc1ccc([N+](=O)[O-])cc1NC(=S)NC(=O)c1cccs1` gave EPAC1 antag 0.5%, Abeta yeast res -15.5%, PI5P4Ka inh -1.0, WRN inhibitor -8.1%, IL2 activator 1.1, PLK1 PBD inh 7.7% and EPAC1 agonist -7.6%.
COC(=O)c1[nH]c2ccc(F)cc2c1NS(=O)(=O)c1ccc(OC)cc1 was read as EPAC1 antag 4.5%, Abeta yeast res 0.0%, PI5P4Ka inh -2.4, WRN inhibitor -24.9%, IL2 activator -3.8, PLK1 PBD inh -4.7% and EPAC1 agonist -4.9%.
`N=c1c(C(=O)NCc2ccc(F)cc2)cc2c(=O)n3ccccc3nc2n1CC1CCCO1` (stereo unspecified) gave EPAC1 antag -10.4%, Abeta yeast res -9.0%, PI5P4Ka inh -0.6, WRN inhibitor -16.4%, IL2 activator -0.7, PLK1 PBD inh -12.9% and EPAC1 agonist -11.6%.
Screening Cc1cc(C)n(Cc2ccc(F)cc2)c(=O)c1C#N returned EPAC1 antag 8.4%, Abeta yeast res 23.1%, PI5P4Ka inh 1.3, WRN inhibitor 1.7%, IL2 activator 0.1, PLK1 PBD inh -3.1% and EPAC1 agonist 2.6%.
Screening COc1nc(NC(C)C)nc(N(C#N)CN2C(=O)c3ccccc3S2(=O)=O)n1 returned EPAC1 antag 8.9%, Abeta yeast res -8.7%, PI5P4Ka inh -2.7, WRN inhibitor -5.3%, IL2 activator -2.2, PLK1 PBD inh -16.5%, EPAC1 agonist 2.5% and FUS suppressor 12.7%.
For Cn1c(SCC(=O)N2CCCc3ccccc32)nc2ccccc2c1=O the results were EPAC1 antag 9.4%, Abeta yeast res -24.0%, PI5P4Ka inh -3.5, WRN inhibitor -0.9%, IL2 activator -1.0, PLK1 PBD inh -0.1%, EPAC1 agonist -8.7% and FUS suppressor -0.7%.
Screening Nc1ccn(C2C=CC(CO)O2)c(=O)n1 (stereo unspecified) returned EPAC1 antag inconclusive, PI5P4Ka inh -1.4, WRN inhibitor 6.4%, IL2 activator -0.1, EPAC1 agonist 12.4%[76.9 µM] and FUS suppressor -15.7%.
Screening OC(COc1ccccc1)CSc1ncn[nH]1 (stereo unspecified) returned EPAC1 antag 12.4%, Abeta yeast res 14.2%, WRN inhibitor 9.2%, IL2 activator -3.1, PLK1 PBD inh -2.4%, EPAC1 agonist -2.1% and FUS suppressor -5.3%.
For C/C(=N\NC(=O)CO/N=C(\C)c1cccs1)c1ccc(N)cc1 the results were EPAC1 antag 1.2%, Abeta yeast res -12.7%, PI5P4Ka inh -0.6, WRN inhibitor -0.1%, IL2 activator -0.7, PLK1 PBD inh 0.4%, EPAC1 agonist -9.3% and FUS suppressor -23.9%.
CNC(=O)c1cc2cc(OC)ccc2n1CCN(C)C was read as EPAC1 antag 12.9%, Abeta yeast res 22.8%, PI5P4Ka inh -2.2, WRN inhibitor 1.3%, IL2 activator -0.3, PLK1 PBD inh 0.7%, EPAC1 agonist -9.7% and FUS suppressor -17.2%.
`CC(C)OCCCNC(=O)CN1C(=O)c2cccc3cccc1c23` gave EPAC1 antag -13.6%, Abeta yeast res 16.0%, PI5P4Ka inh 4.8, WRN inhibitor -12.6%, IL2 activator -1.0, PLK1 PBD inh -2.8%, EPAC1 agonist 1.1% and FUS suppressor 18.3%.
`CC[n+]1c(/C=C2/C=C(C)CC(C)(C)C2)sc2ccc(OC)cc21` gave EPAC1 antag 13.7%, Abeta yeast res 1.1%, PI5P4Ka inh inconclusive, WRN inhibitor -32.9%, IL2 activator -0.3, PLK1 PBD inh 21.2µM*, EPAC1 agonist -2.1% and FUS suppressor inconclusive.
For CCOC(=O)CN1C(=O)C(=O)N(Cc2c(F)cccc2Cl)C1=O the results were EPAC1 antag 1.5%, Abeta yeast res -8.7%, PI5P4Ka inh -4.3, WRN inhibitor 11.6%, IL2 activator -0.5, PLK1 PBD inh 4.7%, EPAC1 agonist -0.7% and FUS suppressor 12.0%.
For NC(=O)c1nsc(C(=O)N(c2ccccc2)C(C(=O)NC2CCCCC2)c2ccc(O)cc2)c1N (stereo unspecified) the results were EPAC1 antag inconclusive, Abeta yeast res 10.5%, PI5P4Ka inh -0.4, WRN inhibitor 1.5%, IL2 activator -2.6, PLK1 PBD inh -3.1%, EPAC1 agonist -10.6% and FUS suppressor -0.4%.
Screening Cc1c(C(=O)N2CCN(CCc3ccccn3)CC2)oc2ccc(F)cc12 returned EPAC1 antag -0.6%, Abeta yeast res -13.7%, PI5P4Ka inh -5.2, WRN inhibitor -3.1%, IL2 activator -0.5, PLK1 PBD inh 2.3%, EPAC1 agonist -8.5% and FUS suppressor -20.8%.
`O=C(NS(=O)(=O)Oc1ccc(F)c(Cl)c1)OC[C@@H]1CCCN2CCCCC12` (stereo partly specified) gave EPAC1 antag 21.0%, Abeta yeast res -6.1%, PI5P4Ka inh 0.2, WRN inhibitor -4.2%, IL2 activator -0.5, PLK1 PBD inh -8.2%, EPAC1 agonist 5.5% and FUS suppressor 6.2%.
`O=C(CN1CCN(Cc2ccc3c(c2)OCO3)CC1)c1c[nH]c2ccccc12` gave EPAC1 antag -2.4%, Abeta yeast res 6.2%, PI5P4Ka inh 5.4, WRN inhibitor -3.3%, IL2 activator 1.7, PLK1 PBD inh -8.5%, EPAC1 agonist -1.9% and FUS suppressor 5.4%.
`COc1ccc(/C=C/C(=O)OCC(=O)NC(=O)NC(C)(C)C)cc1` gave EPAC1 antag 0.9%, Abeta yeast res 3.2%, PI5P4Ka inh -5.4, WRN inhibitor -10.0%, IL2 activator 2.3, PLK1 PBD inh -11.6%, EPAC1 agonist -12.1% and FUS suppressor 10.3%.
CC1CCCN(c2ccc(C(=O)NCc3ccc4c(c3)OCO4)cc2[N+](=O)[O-])C1 (stereo unspecified) was read as EPAC1 antag -6.6%, Abeta yeast res 0.0%, PI5P4Ka inh -1.6, WRN inhibitor -7.8%, IL2 activator 0.0, PLK1 PBD inh 5.0% and EPAC1 agonist -4.0%.
Screening CC(C(=O)Nc1cccc(Br)c1)c1ccc([N+](=O)[O-])cc1 (stereo unspecified) returned EPAC1 antag -4.1%, Abeta yeast res 22.0%, PI5P4Ka inh 5.3, WRN inhibitor -6.6%, IL2 activator 1.0, PLK1 PBD inh -3.3%, EPAC1 agonist 6.0% and FUS suppressor 13.1%.
For CSc1ccc(CN2CCC(C)(Oc3cccc(F)c3)C2)cc1 (stereo unspecified) the results were EPAC1 antag -9.9%, Abeta yeast res -4.8%, PI5P4Ka inh -0.4, WRN inhibitor 2.8%, IL2 activator -0.7, PLK1 PBD inh -12.1%, EPAC1 agonist -3.0% and FUS suppressor -1.1%.
COc1cccc(-c2nnc(SCC(=O)N3CCOCC3)o2)c1 was read as EPAC1 antag 16.6%, Abeta yeast res -2.2%, PI5P4Ka inh -18.6, WRN inhibitor 1.3%, IL2 activator 0.7, PLK1 PBD inh 23.8µM*, EPAC1 agonist 5.1% and FUS suppressor -13.3%.
For COc1ccc(CC(=O)Nc2ccc3c(c2)CCC3)cc1OC the results were EPAC1 antag 8.5%, Abeta yeast res 27.2%, PI5P4Ka inh 0.6, WRN inhibitor -3.6%, IL2 activator 1.5, PLK1 PBD inh -3.4%, EPAC1 agonist 12.9% and FUS suppressor -4.4%.

Screening results: PubChem BioAssay, National Center for Advancing Translational Sciences (NCATS)
